# D3 ag – activates the human D3 dopamine receptor. P35462. AID 652048. D3R DiscoveRx beta-arrestin cells, luminescence, 90 min. max activation, %. 0.58% of 410,000 active; in the data active = max activation above about 30%; note: 0% is about no effect; mostly tested at two doses, the higher about 12 µM
# Target sequence (P35462 whole entry, looked up): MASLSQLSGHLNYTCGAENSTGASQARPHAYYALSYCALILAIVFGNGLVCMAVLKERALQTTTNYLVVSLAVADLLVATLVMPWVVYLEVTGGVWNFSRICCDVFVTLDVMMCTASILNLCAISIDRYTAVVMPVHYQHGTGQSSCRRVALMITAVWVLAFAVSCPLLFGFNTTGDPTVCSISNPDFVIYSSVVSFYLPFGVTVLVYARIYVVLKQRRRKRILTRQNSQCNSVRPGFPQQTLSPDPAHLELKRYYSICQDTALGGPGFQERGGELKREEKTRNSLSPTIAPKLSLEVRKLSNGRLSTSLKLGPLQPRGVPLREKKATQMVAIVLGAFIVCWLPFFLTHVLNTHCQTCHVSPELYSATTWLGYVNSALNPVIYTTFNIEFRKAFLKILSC
#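 Agonist-mode cell screen: cells plated at 1500/well and incubated overnight at 37 °C, then exposed to library compounds for 90 min at 37 °C. Detection reagent was added for 30–60 min at room temperature, and luminescence was read.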
# CCT modulator – changes cytosolic chaperonin activity | 0.3% of 360,000 active | activity change, % (concentration not given with the values), hits read low | purified chaperonin ATPase assay, HTRF ADP detection, 30 min; in the data active = activity change below about -30%; note: % is set by controls: 0 for no effect and ±100 for the full control effect
#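 TRiC at 40 or 20 nM final (batch-dependent) in 30 mM Tris pH 7.4, 100 mM KCl, 5 mM MgCl2, 1 mM DTT, with compound at single 76 uM and 10 uM ATP, 30 min at 37 deg C. ADP detected by HTRF Transcreener, 665/615 ratio.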
# PTHR1 ag – PTHR1 (human) receptor agonism; Q03431; HEK293 GP2 PTHR1 cells, GloSensor cAMP luminescence, 1 h; Potency, µM (top dose mostly 115 µM), for the others: at the top dose activation, usual class: activators; 0.075% of 410,000 active; AID 743266; note: potency is the fitted concentration of half-maximal effect; nearly all actives have a fitted effect of over 55% in size; some results filed as inactive show a strong effect at the top dose; inactives centre near -15; many of its hits are not listed in these tables
# Target sequence (Q03431 whole entry, looked up): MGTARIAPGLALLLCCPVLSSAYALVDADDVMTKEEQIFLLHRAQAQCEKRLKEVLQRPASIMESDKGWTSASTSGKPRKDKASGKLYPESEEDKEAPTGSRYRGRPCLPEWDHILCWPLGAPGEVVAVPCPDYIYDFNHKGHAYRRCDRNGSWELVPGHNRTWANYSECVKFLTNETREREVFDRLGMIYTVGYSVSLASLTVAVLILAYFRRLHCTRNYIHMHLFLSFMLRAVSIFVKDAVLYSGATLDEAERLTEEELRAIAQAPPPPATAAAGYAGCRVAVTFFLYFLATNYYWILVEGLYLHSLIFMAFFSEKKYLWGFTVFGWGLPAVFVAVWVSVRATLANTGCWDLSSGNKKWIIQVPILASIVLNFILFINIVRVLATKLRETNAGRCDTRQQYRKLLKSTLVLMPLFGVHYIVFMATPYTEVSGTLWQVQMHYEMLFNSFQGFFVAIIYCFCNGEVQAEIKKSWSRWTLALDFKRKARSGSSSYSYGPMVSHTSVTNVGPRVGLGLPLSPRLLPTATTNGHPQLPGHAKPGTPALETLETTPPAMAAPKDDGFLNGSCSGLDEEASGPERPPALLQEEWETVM
#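 HEK-293-derived GP2 cells expressing PTHR1 and a GloSensor cAMP reporter, 3,000/well, plated overnight, given luciferin plus IBMX (each 0.5 mM as added) for 1 h at 37 °C, then compound for 1 h at 37 °C. Luminescence was read after 15 min at room temperature.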
# EPAC2 antagonist – antagonists of human EPAC2; 0.18% of 360,000 active; Potency, µM (doses to about 114 µM), inactives show at the top dose activity, negative = inhibition, most hits filed as inhibitors; Q8WZA2; EPAC2 GEF exchange of Rap1B-BODIPY-GDP, fluorescence; note: potency is the fitted concentration of half-maximal effect; % is set by controls: 0 for no effect and ±100 for the full control effect; nearly all actives have a fitted effect of over 45% in size; many of its hits are not listed in these tables
# Mm-Cpn inhibitor – M. maripaludis TRiC chaperonin inhibition. AID 504842. Potency, µM (series often up to 76.9 µM), for inactives: top-dose activity, negative = inhibition, usual class: inhibitors. purified Mm-Cpn ATPase, ADP Transcreener TR-FRET. 0.031% of 330,000 active; note: potency is the fitted concentration of half-maximal effect; % is set by controls: 0 for no effect and ±100 for the full control effect; nearly all actives have a fitted effect of over 80% in size
#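 Inhibition of chaperonin ATP hydrolysis is measured as reduced ADP production, detected by competitive TR-FRET in which signal falls with ADP. Final enzyme 25 nM and ATP 10 uM, reacted 30 min at 37°C.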
# EPAC2 agonist – agonists of human EPAC2 (RAPGEF4). Q8WZA2. EPAC2 activation, biochemical qHTS; response scale: 100% = 6.5 mM cAMP response. Potency, µM (doses to about 154 µM), inactives show at the top dose activation, most hits filed as activators. 0.079% of 360,000 active. AID 720711; note: potency is the fitted concentration of half-maximal effect; nearly all actives have a fitted effect of over 50% in size
#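 Fluorescence exchange assay: 100 nM EPAC2 with 250 nM RAP1B-BODIPY-GDP and 50 uM GDP; compounds tested as a concentration-titration series (qHTS). Loss of Rap1-bound BODIPY-GDP fluorescence read at 480/540 nm; data normalized to 6.5 mM cAMP.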
# Akt phos inh – Akt phosphorylation inhibition; Neuro2A IGF-stimulated pAkt S473 HTRF, 20 min; active compounds read low; activity change, % for hits at 50 µM; 0.32% of 360,000 active; AID 651550; in the data active = activity change below about -80%; inconclusive = mostly about -51% to -80%; note: % is set by controls: 0 for no effect and ±100 for the full control effect
#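 Neuro2A cells in DMEM with 0.5% FBS, overnight at 37 deg C, given compound at single 50 µM final, then IGF (6 nM final) for 20 min at 37 deg C. Lysed; phospho-Akt Ser473 by HTRF after 24 h, 665/615 ratio.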
# DRD3 antagonist – antagonists of human D3 dopamine receptor | D3R cells, DiscoveRx beta-arrestin luminescence, antagonist mode; active compounds read low | max response, negative = inhibition, % | P35462 | 2.5% of 360,000 active; in the data active = max response below about -50%; inconclusive = no clear call, values can overlap the other calls; note: % is set by controls: 0 for no effect and ±100 for the full control effect; mostly tested at two doses, the higher about 12 µM
#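 Cells plated overnight at 1500 cells/well, then exposed to library compounds with dopamine controls for 90 minutes at 37 degrees C. DiscoveRx reagent added for 30–60 minutes at room temperature; luminescence read, quantitative HTS format.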
# Numbers without * were called inactive; i = inactive; ? = inconclusive; . = no result given; & = joins results of further samples; [ ] = dose if it differs, or a comment. Unless noted, calls come from the whole dose curve; as a rule, active = well fitted curve in the direction sought with a large enough effect; inconclusive = small, poorly fitted or top-dose-only effect, or another doubt; inactive = no such curve, though single readings can be large; an effect the other way counts as inactive or inconclusive. A portion of the library (hit frequency here may not be typical).
SMILES,D3 ag,CCT modulator,PTHR1 ag,EPAC2 antagonist,Mm-Cpn inhibitor,EPAC2 agonist,Akt phos inh,DRD3 antagonist
CNc1ccc(C(=O)OCC(=O)NCc2ccc3c(c2)OCO3)cc1[N+](=O)[O-],-3,-5.2,i,6%,0%,7%,i,-20
COc1ccc(-c2csc(NC(=O)CC(C)C)n2)cc1,0,-0.3,-8%[57.5 µM],1%,-1%,-8%,i,22
COC(=O)c1sc(NC(=O)c2ccc(C)o2)nc1C,-3,-1.2,-22%,-12%,-5%,1%,i,-6
CCN(CC)C(=O)c1cnn(-c2ccccc2)c1NC(=O)c1ccco1,1,-1.0,-16%[57.5 µM],-2%,2%,10%,i,?
Cc1ccccc1NC(=O)CC(C)S(=O)(=O)c1ccc2c(c1)NC(=O)CO2 (configuration not stated),6,-63*,-54%[inhibitor],0%,-2%,4%,i,5
COc1ccc(N=c2oc3c(OC)cccc3cc2C(=O)NCc2ccco2)cc1OC,33*,-0.8,-11%[57.5 µM],21%,1%,-6%,i,18
COc1ccc2c(CN3CCN(c4ccccc4OC)CC3)cc(=O)oc2c1,-18,1.1,-92%[inhibitor],3%,.,8%,i,?
O=C(c1cccnc1)C1CCCN(Cc2nc(Cc3ccccc3)no2)C1 (configuration not stated),2,-2.2,-22%,-13%,-3%,-1%,i,2
O=C(Cn1nc(-c2ccc(Cl)cc2)ccc1=O)NCC1COCCO1 (configuration not stated),-3,0.2,i,3%,-2%,7%,i,3
C/C(=C\c1ccccc1)C(=O)NCCCn1ccnc1,-3,-0.4,i,1%[57.1 µM],2%,9%,i,-1
COc1cc(Br)cc(CN2CCN(C/C=C/c3ccccc3)CC2)c1O,-28,-0.1,-14%[57.5 µM],-9%,-1%,24%,?,?
CCOc1ccc(NC(=O)C2CCN(C(=O)N3CCOc4ccccc43)CC2)cc1,-1,-5.2,-2%,4%,1%,14%,i,4

# In the list so far, these contain a furan ring, fused or not:
SMILES,D3 ag,CCT modulator,PTHR1 ag,EPAC2 antagonist,Mm-Cpn inhibitor,EPAC2 agonist,Akt phos inh,DRD3 antagonist
COC(=O)c1sc(NC(=O)c2ccc(C)o2)nc1C,-3,-1.2,-22%,-12%,-5%,1%,i,-6
CCN(CC)C(=O)c1cnn(-c2ccccc2)c1NC(=O)c1ccco1,1,-1.0,-16%[57.5 µM],-2%,2%,10%,i,?
COc1ccc(N=c2oc3c(OC)cccc3cc2C(=O)NCc2ccco2)cc1OC,33*,-0.8,-11%[57.5 µM],21%,1%,-6%,i,18

# The list goes on.
SMILES,D3 ag,CCT modulator,PTHR1 ag,EPAC2 antagonist,Mm-Cpn inhibitor,EPAC2 agonist,Akt phos inh,DRD3 antagonist
CCOC(=O)C1CCCN(C(=O)c2ccc3c(c2)CCO3)CC1 (configuration not stated),-4,0.0,-18%,7%,.,15%,i,-12
CCCCN(C(=O)CC1CCCC1)c1c(N)n(Cc2ccccc2)c(=O)[nH]c1=O,-3,-0.9,-20%,39%[activator],.,-7%,i,-2
CC(=O)c1c(-c2ccc(Cl)cc2Cl)noc1C,-12,-0.8,-12%,-6%,1%,14%,i,-18
COc1ccc(C(C)=O)cc1COc1ccccc1[N+](=O)[O-],-3,-1.5,-23%,-3%,-2%,2%,i,-24
O=C(Nc1ccn(Cc2ccccc2F)n1)c1ccc(COc2ccc(Br)cc2)cc1,-4,-1.2,-34%,-3%,-1%,13%,i,14
Cc1ccc(/C=N/NC(=O)Cn2nc(C)c(Br)c2C)o1,0,-1.8,-7%,-4%,3%,2%,.,-6
CCCNC(=O)C1(C)CCCN(C(=O)c2cccnc2Oc2ccccc2)C1 (configuration not stated),5,0.5,i,0%,.,4%,i,8
COc1ccc2c(c1)C(=O)N1[C@H]3c4cc(Cl)ccc4OC[C@@H]3[C@H](c3ccccc3)[C@]1(C)C(=O)N2,-3,-1.2,-23%,-2%,2%,14%,i,-27
COC(=O)c1ccc(-c2noc(CN(Cc3nccn3C)C(C)C)n2)cc1,-7,-2.7,-12%,-1%,?,5%,i,-6
Nc1ccc2c(c1)N=[N+]([O-])c1cc(N)ccc1C2,0,-3.0,-25%,-10%,0%,5%,i,-6
COC(=O)CCn1[nH]c(=O)c2ccccc2c1=O,-7,-0.6,i,1%,-4%,11%,i,4
C/C=C/C(=O)Nc1cccc(C2=NOC3(C2)C[C@@H](C(N)=O)N(C(=O)c2cc([N+](=O)[O-])cc([N+](=O)[O-])c2)C3)c1 (some centres not stated),1,-0.5,i,10%,4%,9%,i,0

# Reprinted from the part before: 3 entries; new compounds follow.
SMILES,D3 ag,CCT modulator,PTHR1 ag,EPAC2 antagonist,Mm-Cpn inhibitor,EPAC2 agonist,Akt phos inh,DRD3 antagonist
Nc1ccc2c(c1)N=[N+]([O-])c1cc(N)ccc1C2,0,-3.0,-25%,-10%,0%,5%,i,-6
COC(=O)CCn1[nH]c(=O)c2ccccc2c1=O,-7,-0.6,i,1%,-4%,11%,i,4
C/C=C/C(=O)Nc1cccc(C2=NOC3(C2)C[C@@H](C(N)=O)N(C(=O)c2cc([N+](=O)[O-])cc([N+](=O)[O-])c2)C3)c1 (some centres not stated),1,-0.5,i,10%,4%,9%,i,0
Cc1ccc(NC(=S)N(CCN2CCOCC2)Cc2ccccc2F)cc1Cl,-9,0.2,i,-7%,1%,23%,i,-23
O=C(O)Cn1cnc2c(OCc3ccccc3)ncnc21,-3,-0.6,-7%,-5%,1%,9%,i,-12
CCCNC(=O)c1onc(CSc2ccncc2)c1C(=O)NCCC,8,1.3,-16%,-9%,1%,7%,i,12
CCN1CCN(c2ccc(S(=O)(=O)N3CCOCC3)cc2NC(=O)c2ccc(OCC(C)C)cc2)CC1,-3,-1.3,i,-16%,.,5%,i,-13
Cc1ccc(S(=O)(=O)NCCNC(=O)c2nonc2N)cc1,1,-0.6,-33%[inhibitor],1%,1%,10%,i,13
COC(=O)N/N=C/c1cc(Cl)cc(Cl)c1OCc1ccc(F)cc1,-12,-0.1,-5%,1%,2%,-7%,i,7
CC1(c2nnc(-c3cccc(Cl)c3)o2)CC(c2cccc(Cl)c2)=NO1 (configuration not stated),4,-2.0,-10%,-8%,.,13%,i,15
Cc1ccc(C)c(N2CCN(C(=O)CN3C(=O)c4ccccc4C3=O)CC2)c1,6,-3.1,-27%,-1%,0%,9%,i,11
CSc1ccccc1OCc1cc(C(=O)NCc2csc(C(C)C)n2)no1,-2,0.6,-28%,-18%,1%,4%,i,-14
CC(C)c1cccc(C(C)C)c1NC(=O)COC(=O)c1ccc(OCC(=O)Nc2cccc(C(F)(F)F)c2)cc1,5,1.7,i,-10%,0%,-5%,i,-5
COCCOC(=O)N1CCCCC1c1cc(C(=O)NCc2ccc(Cl)c(Cl)c2)no1 (configuration not stated),1,-0.2,-6%,-16%,.,15%,i,8
Cc1ccc(NC(=O)CC(=O)c2ccc([N+](=O)[O-])cc2)cc1S(=O)(=O)Nc1cccc(Cl)c1,1,-1.0,-40%[inhibitor],-1%,-6%,17%,i,?
C(#Cc1ccccc1)Cn1nnc2ccccc21,10,-0.3,i,-2%,1%,12%,i,-27
CC(=O)c1ccc(C2CC(OCCF)=CC(=O)O2)cc1 (configuration not stated),-16,.,-4%,10%,.,7%,i,-19
C=CCC(COCc1ccccc1)NS(=O)(=O)c1ccccc1Br (configuration not stated),1,0.2,-40%[inhibitor],-20%,2%,16%,i,-7
Cc1ccc(OCc2cc(C(=O)NC(C)Cc3cccc(C)n3)no2)cn1 (configuration not stated),2,-7.3,-44%[inhibitor],-4%,1%,4%,i,-3
C[C@@H]1NC(=O)c2cc([N+](=O)[O-])cc(I)c2NCC[C@@H](C(N)=O)NC(=O)[C@H](CC(N)=O)NC1=O,12,2.3,i,-5%,1%,6%,i,39
CC(=O)N1CCCc2cc(S(=O)(=O)N3CCCC(C(=O)N4CCN(c5cc(C)ccc5C)CC4)C3)ccc21 (configuration not stated),3&4,0.8,-96%&-9%[inhibitor],-8%,2%,-4%,i,78
O=C(COC(=O)c1cncc(Br)c1)NCc1ccc2c(c1)OCO2,2,-0.1,i,-3%,-1%,-4%,i,15
Cc1cc(C(=O)Nc2cccc([N+](=O)[O-])c2)c(C)o1,-3,-2.9,-18%,14%,0%,1%,i,-14
Cc1cccc(NC(=S)N2CCC(C(N)=O)(N3CCCCC3)CC2)c1C,1,0.1,i,-13%,1%,6%,i,7
COc1ccc(NC(=O)N(C)C[C@H]2Oc3ccc(NS(=O)(=O)c4cccs4)cc3C(=O)N([C@H](C)CO)C[C@@H]2C)cc1,-5,1.0,7%,53%[activator],5%,0%,i,0
CCOc1ccc(CCNC(=O)c2cccc3c2C(=O)N(CCOC)C3)cc1OCC,-3,0.1,i,-2%,4%,17%,i,4
CCCc1cc(CNC(=O)C2CCC(=O)N(Cc3ccccc3F)C2)on1 (configuration not stated),6,1.5,-4%,8%,-6%,-3%,i,29
O=C(NCc1cccs1)C1CCC(CNS(=O)(=O)c2ccc(Br)s2)CC1 (configuration not stated),4,-2.7,-25%,2%,0%,-3%,i,9
CCNC(=O)c1ccc(C2SCC(=O)N2CCc2ccccc2)cc1 (configuration not stated),1,0.5,-4%,3%,2%,4%,i,6
Cc1nn(Cc2nc(-c3cccs3)no2)c(C)c1Br,-1,1.8,-70%[inhibitor],-23%,-3%,9%,i,-10
Clc1cc2nc3ccccn3c2cc1Cl,-3,-0.7,-6%,-12%,-18%,13%,i,12
N#CCC(=O)Nc1ccc(C(=O)OCc2ccccc2Oc2ccccc2)cc1,7,-0.3,-15%,-23%,-2%,12%,i,-1
O=C(NCC1CCCO1)c1cnc(Cl)c(Cl)c1 (configuration not stated),0,2.0,-3%,0%,2%,3%,i,1
N#Cc1ccc(OCC(=O)OCC(=O)c2ccccc2)cc1,2,-33*,-13%,18%,1%,4%,i,-7
Cc1oc(-c2ccc(Cl)cc2)nc1CS(=O)CC(=O)NCCCN1CCCC(C)C1 (configuration not stated),-8,-0.5,0%,13%,-2%,-4%,i,5
CC(=O)c1cnc2nc(C)nn2c1C,3,1.4,i,9%,-2%,11%,i,12
COc1cccc(NC(=O)C2CC(=O)N=C(N)S2)c1 (configuration not stated),1,-1.2,i,-2%,-1%,-1%,i,-11
